Assay outcomes (PubChem BioAssay)
Cy5 interf NS3h = counter-screen for HCV NS3 helicase inhibitors: fluorescence interference | fluorescence interference ratio at 100 µM | Cy5-dT15 DNA with NS3h; actives lie on both sides; signal over control mean, under 1 quenches | actives 6% (n = 16,000) | AID 720488;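 active = compound fluorescence over control fluorescence at most 0.8, a quencher, or at least a set upper limit, an enhancer; inactive = ratio between 0.8 and the set upper limit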
HCV NS3h FP = hepatitis C NS3 helicase inhibition, primary screen; NS3h Cy5-dT15 DNA binding, fluorescence polarization; inhibition, % at 100 µM; actives 1.6% (n = 16,000); AID 687043;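 active = inhibition above the average over every tested compound plus 3 SD, cut at about 40% in these data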
The depositor's hits bear a star.

SMILES	Cy5 interf NS3h	HCV NS3h FP
Cc1ccc(NC(=O)c2ccccc2C(F)(F)F)c(C)c1	0.9	9
COc1cc(C(=O)Oc2ccc3c(C)cc(=O)oc3c2C(C)=O)cc(OC)c1OC	1.2	12
CN1C(=O)/C(=C\c2ccsc2)SC1=S	0.69*	36
O=C(c1cc2n(n1)C(C(F)(F)F)CC(c1ccc(Br)cc1)N2)N1CCCC1 (stereo not given)	0.9	-6
O=C1C2C3CCC(O3)C2C(=O)N1c1ccccc1 (stereo not given)	1	-1
CC(C)CN1C(=O)c2ccc(C(=O)Nc3c[nH]c(=O)[nH]c3=O)cc2C1=O	0.66*	6
O=C(CSc1ccccc1C(=O)O)Nc1ccccc1	0.97	2
CCOC(=O)C1=C(C)NC2=C(C(=O)CC(C)(C)C2)C1c1coc2ccc(C)cc2c1=O (stereo not given)	1.1	-1
COc1cc(/C=N\NC(=O)CN2CCOCC2)ccc1O	1.1	-5
CCN(CC)C(=O)c1c(-c2ccccc2)oc2ccc(O)cc12	0.86	15
O=C(NOC(=O)c1ccc(Cl)cc1Cl)c1ccc(Cl)cc1	1	6
C=CCN1C(=O)/C(=C\c2ccc(OC(=O)c3ccc([N+](=O)[O-])cc3)c(OC)c2)SC1=S	1	5
O=C1OC(c2ccccc2)=N/C1=C\c1cn(-c2ccccc2)nc1-c1ccc(F)cc1	1.1	6
CCOC(=O)c1c(NC(=O)c2ccc(Cl)c([N+](=O)[O-])c2)sc(C(=O)Nc2cc(C(F)(F)F)ccc2Cl)c1C	1.2	4
c1coc(-c2nc3c(ccc4ccccc43)[nH]2)c1	0.95	7
O=C1N/C(=N/N=C\c2cccc([N+](=O)[O-])c2)SC1Cc1cccc(Cl)c1Cl (stereo not given)	0.94	-12
Cc1ccc(NC(=O)C2C(c3ccccc3)=C2c2ccccc2)c(C)c1	1	-3
COC(=O)C1=C(C)NC2=C(C(=O)c3ccccc32)C1c1ccc(-c2ccc([N+](=O)[O-])cc2Br)o1 (stereo not given)	0.88	6
O=C(Nc1cccc(C(F)(F)F)c1)c1cnn2c(C(F)(F)F)cc(-c3cccs3)nc12	0.66*	8
COc1ccc(NC(=S)NC(NC(=O)Cc2ccccc2)C(Cl)(Cl)Cl)cc1OC (stereo not given)	0.96	6
O=S(=O)(CCSc1ccc(Cl)cc1)OCC(F)(F)F	0.97	5
CC(=O)Nc1ccc(NC(=O)c2ccc(C(F)(F)F)cc2)cc1	0.76*	12
O=C(NCc1ccccn1)c1c(O)c2ccccc2[nH]c1=O	1.1	0
COC(=O)CN(c1ccc(OC)cc1)S(=O)(=O)c1ccc(NC(C)=O)cc1	0.94	6
O=S(=O)(NC1CCCCC1)c1ccc(Br)cc1	0.86	8

Reprinted from the part before: two entries; new compounds follow.
SMILES	Cy5 interf NS3h	HCV NS3h FP
COC(=O)CN(c1ccc(OC)cc1)S(=O)(=O)c1ccc(NC(C)=O)cc1	0.94	6
O=S(=O)(NC1CCCCC1)c1ccc(Br)cc1	0.86	8
CCOc1ccc2oc(-c3ccccc3)c(C(=O)N(C)C)c2c1	0.97	11
Cc1ccc(NC(=O)COc2ccccc2Cl)c(C(=O)O)c1	1	1
CCOC(=O)c1c(-c2ccc(OC)cc2)csc1NC(=O)c1cccc([N+](=O)[O-])c1	0.75*	12
O=C(NCCNc1ccc(Cl)cc1[N+](=O)[O-])c1ccccc1Br	1.1	2
O=C1C(=O)N(CC2CCCO2)C(c2ccc([N+](=O)[O-])cc2)C1=C(O)c1ccccc1 (stereo not given)	1.1	4
O=C(NCCN1CCOCC1)/C(=C/c1ccc(F)cc1)NC(=O)c1ccccc1	0.91	16
CC(C)Oc1ccccc1NC(=O)c1ccc(Cl)cc1Cl	1	19
COc1ccc(OC)c(NC(=O)c2ccc(N(C)S(=O)(=O)c3ccccc3)cc2)c1	0.89	11
O=c1oc(-c2ccco2)nc2cc(Cl)ccc12	1.1	7
FC(F)(F)c1ccc(CN2CCN(Cc3c[nH]c4ccccc34)CC2)cc1	1	-4
COc1cc(C=C2C(=O)NC(=O)NC2=O)ccc1OCCC(C)C	0.8*	24
Cc1ccc(OCCNC(=O)Cc2cccc3ccccc23)cc1	0.97	12
FC1(F)C2C3OC(C4C5C=CC(O5)C34)C2C1(F)F (stereo not given)	1	-4
O=C1S/C(=C/C=C/c2cccc([N+](=O)[O-])c2)C(=O)N1c1ccccc1	1.1	6
COc1ccc(Br)cc1/C=C/C(=O)Nc1ccc(F)c([N+](=O)[O-])c1	1	2
CCOc1ccc(C(=O)COC(=O)c2ccc(C)cc2)cc1	0.98	8
CCOC(=O)C1=C(C)N=c2s/c(=C\c3ccc4c(c3)OCO4)c(=O)n2C1c1ccc(OC)c(Br)c1 (stereo not given)	1.1	18
CCc1ccccc1N(CC(=O)OC)S(C)(=O)=O	1	-12
COc1ccc(N(CC(=O)NCCSc2ccccn2)S(=O)(=O)c2ccccc2)c(OC)c1	0.9	2
COc1ccccc1N1CCN(/N=C(/C)c2ccc(O)cc2)CC1	0.99	-1
COc1cc(/C=N\n2cnnc2)c([N+](=O)[O-])cc1OCCC(C)C	1.1	-2
COc1ccc(/C(N)=N\OC(=O)c2ccc(Cl)cc2)cc1	0.98	-4
C=CCn1c(NC(=O)c2ccc(Cl)cc2)nc2ccccc21	1	-6
CCc1cc(=O)oc2cc(C)cc(OC(C)=O)c12	1.1	1
CCn1c(-c2cc(OC)c(OC)c(OC)c2)n[nH]c1=S	1.1	-5

17 of the compounds above, in markdown:
| SMILES | Cy5 interf NS3h | HCV NS3h FP |
| --- | --- | --- |
| O=c1oc(-c2ccco2)nc2cc(Cl)ccc12 | 1.1 | 7 |
| FC(F)(F)c1ccc(CN2CCN(Cc3c[nH]c4ccccc34)CC2)cc1 | 1 | -4 |
| COc1cc(C=C2C(=O)NC(=O)NC2=O)ccc1OCCC(C)C | 0.8* | 24 |
| Cc1ccc(OCCNC(=O)Cc2cccc3ccccc23)cc1 | 0.97 | 12 |
| FC1(F)C2C3OC(C4C5C=CC(O5)C34)C2C1(F)F (stereo not given) | 1 | -4 |
| O=C1S/C(=C/C=C/c2cccc([N+](=O)[O-])c2)C(=O)N1c1ccccc1 | 1.1 | 6 |
| COc1ccc(Br)cc1/C=C/C(=O)Nc1ccc(F)c([N+](=O)[O-])c1 | 1 | 2 |
| CCOc1ccc(C(=O)COC(=O)c2ccc(C)cc2)cc1 | 0.98 | 8 |
| CCOC(=O)C1=C(C)N=c2s/c(=C\c3ccc4c(c3)OCO4)c(=O)n2C1c1ccc(OC)c(Br)c1 (stereo not given) | 1.1 | 18 |
| CCc1ccccc1N(CC(=O)OC)S(C)(=O)=O | 1 | -12 |
| COc1ccc(N(CC(=O)NCCSc2ccccn2)S(=O)(=O)c2ccccc2)c(OC)c1 | 0.9 | 2 |
| COc1ccccc1N1CCN(/N=C(/C)c2ccc(O)cc2)CC1 | 0.99 | -1 |
| COc1cc(/C=N\n2cnnc2)c([N+](=O)[O-])cc1OCCC(C)C | 1.1 | -2 |
| COc1ccc(/C(N)=N\OC(=O)c2ccc(Cl)cc2)cc1 | 0.98 | -4 |
| C=CCn1c(NC(=O)c2ccc(Cl)cc2)nc2ccccc21 | 1 | -6 |
| CCc1cc(=O)oc2cc(C)cc(OC(C)=O)c12 | 1.1 | 1 |
| CCn1c(-c2cc(OC)c(OC)c(OC)c2)n[nH]c1=S | 1.1 | -5 |

The list goes on:
SMILES	Cy5 interf NS3h	HCV NS3h FP
C=CCOc1ccc2c(=O)c(-c3ccccc3OC)coc2c1	1.1	7
COc1cc(/C=C2/SC(=NS(=O)(=O)c3ccccc3)NC2=O)c([N+](=O)[O-])cc1OC	0.96	16
O=C(Nc1nc2ccc3ccccc3c2s1)c1cccc(Br)c1	0.96	0
COc1ccc(Cl)cc1C(=O)N(Cc1ccccc1)C(C)C	0.97	10
C=CCNC(=S)Nc1sc(C)c(C)c1C(=O)OCC	0.97	10
O=C(Nc1ccc(Br)c(Cl)c1)c1ccco1	1.1	-7
O=C(O)c1cccc(N2C(=O)c3cc4ccccc4c(-c4ccccc4)c3C2=O)c1	0.98	3
COc1cc(C(=O)NC(NC(=S)Nc2ccc(Br)cc2)C(Cl)(Cl)Cl)cc(OC)c1OC (stereo not given)	1	6
N#Cc1cc(N=Cc2cccc(C=Nc3ccc(N)c(C#N)c3)c2)ccc1N	1.2*	7
N#Cc1ccccc1NC(=O)C(Cc1ccc([N+](=O)[O-])cc1)N1C(=O)c2ccccc2C1=O (stereo not given)	0.91	5
Cc1ccc(OCC(=O)NNC(=O)Cc2ccc(Cl)cc2)c(C)c1	1	2
CCc1ccc(N2CC(C(=O)Nc3ccc(Cl)c(Cl)c3)CC2=O)cc1 (stereo not given)	1	7
CC(=O)N(CCN(C(C)=O)c1ccccc1C)c1ccccc1C	1.1	9
Cc1ccc(S(=O)(=O)NC(=O)NCCc2ccccc2)cc1	1	-15
O=C(Nc1c(-c2ccccc2)nc2ccc(Cl)cn12)c1cccs1	0.83	13
COc1ccc2c(=O)cc(C(F)(F)C(F)F)oc2c1	1.1	13
CCCN(CCC)C(=O)c1c(NC(=O)c2cccs2)sc2c1CCCCC2	0.67*	1
Cc1c(C)c2ccc(OCC(=O)N(C)C)c(C)c2oc1=O	0.96	12
Cc1cc([N+](=O)[O-])ccc1-c1ccc(C(=O)Nc2ccccc2O)o1	0.9	4
Cc1ccsc1/C=C1\SC(=S)N(CC(C)C)C1=O	0.9	18
Cc1cccc(Nc2nnc(-c3ccc(C(=O)NCCO)cc3)c3ccccc23)c1	1	3
Cc1ccc(-c2nc3ccccc3o2)cc1NC(=O)c1cc(Cl)ccc1Cl	0.94	11
O=C(/C=C/c1cccs1)c1c(-c2ccccc2)c2cc(Cl)ccc2[nH]c1=O	0.98	8
CC1(C)C(c2ccccc2)=[N+]([O-])C2(CCCCC/C2=N/NC(N)=O)N1O (stereo not given)	1.1	-7
COc1cccc(NC(=O)c2sc(-c3ccccc3)nc2C)c1	1.1	-3
Next compounds
SMILES	Cy5 interf NS3h	HCV NS3h FP
COc1cc(/C=C2\C(=O)N(c3nc(-c4ccc(Cl)cc4)cs3)N=C2C)cc(OC)c1OC	0.97	17
COc1cc(/C=N\O)ccc1Oc1ccc([N+](=O)[O-])cn1	0.92	0
Cc1cc(/C=C2\SC(=O)NC2=O)c(C)n1-c1cccc([N+](=O)[O-])c1	0.97	12
CC1=C(C(=O)Nc2cccc(Cl)c2)C(c2ccc(C)cc2)NC(=O)N1 (stereo not given)	0.91	-2
O=C1CC(N2CCN(c3ccc(Cl)cc3)CC2)C(=O)N1c1cccc(Cl)c1 (stereo not given)	0.83	16
CCCOC(=O)c1ccc(NS(=O)(=O)c2c(C)cc(C)cc2C)cc1	1	18
CCCC(C)NC(=O)c1ccc(F)cc1 (stereo not given)	1	3
O=c1/c(=C/c2ccc(-c3ccc(Cl)cc3)o2)sc2nc3ccccc3n12	1.1	-1
CC(C)C(NS(=O)(=O)c1ccccc1[N+](=O)[O-])C(=O)NC(C)(C)C (stereo not given)	0.93	7
Cc1ccc(CSc2nnc(-c3cccc(F)c3)n2-c2ccccc2)cc1	0.88	4
Cc1ccc(/C=C2\N=C(c3ccc(Cl)cc3)OC2=O)o1	1	-1
Cc1oc2ccc(OCc3ccc(Br)cc3)cc2c1C(=O)O	0.93	7
CSc1ccccc1NC(=O)c1ccc([N+](=O)[O-])cc1	1.1	7
CCCOc1ccc2ccc(=O)oc2c1	1.1	2
COc1ccc(/C=C2\SC(=O)N(c3cccc(O)c3)C2=O)cc1	0.95	12
Cc1cc(/C=C2/NC(=O)NC2=O)c(C)n1-c1ccc(Cl)cc1	1	2
COc1ccccc1-c1c(C(F)(F)F)oc2c(CN3CCOCC3)c(O)ccc2c1=O	1	-2
CCN1C(=O)c2cccc3c(NC(=O)c4ccc(S(=O)(=O)N5CCOCC5)cc4)ccc1c23	0.95	14
COc1cccc(C(=O)Nc2ccc(I)cc2Cl)c1	0.91	4
Cc1ccccc1CNC(=O)CN(c1ccc(Oc2ccccc2)cc1)S(C)(=O)=O	1	14
O=C(Nc1ccc(Cl)c(-c2nc3ccccc3s2)c1)c1cccs1	1	-37
CN(C1=NC(=O)/C(=C\C(Cl)=C\c2ccc([N+](=O)[O-])cc2)S1)c1ccc(O)cc1	0.4*	1
Cc1nc2ccccc2n1C(=O)c1cc(Cl)ccc1Cl	1	23
O=C(Nc1ccccc1C(F)(F)F)c1nn2c(c1Cl)NC(c1ccccc1)CC2C(F)(F)F (stereo not given)	0.94	23
C=CCn1c(NCc2ccc(N(CC)CC)cc2)nc2ccccc21	0.96	12
Next section:
SMILES	Cy5 interf NS3h	HCV NS3h FP
O=C1c2cc3ccccc3c(-c3ccccc3)c2C(=O)N1c1cccc(O)c1	0.99	19
Cc1cc(C)c(C2=C(C#N)C(N)=C(C#N)C3=CCCCCC32)c(C)c1 (stereo not given)	0.9	18
Cc1ccccc1NC(=O)CSc1nnc(C)c2ccccc12	0.95	5
CCN1C(=O)/C(=C\c2cccc(OCCOCCOc3ccc(C)cc3)c2)SC1=S	1.1	12
CCCOc1ccc(CCC(=O)O)cc1	1	4
Cc1ccccc1NC(=O)c1c(NC(=O)Cc2ccccc2)sc2c1CCCC2	0.99	8
O=C(COc1ccc2c3c(c(=O)oc2c1)CCC3)c1ccc(-c2ccccc2)cc1	1	6
O=C(Nc1ccccc1O)c1ccc2c(c1)C(=O)N(c1cccc(C(=O)c3ccccc3)c1)C2=O	1	0
CCOC(=O)C1=C(C(=O)OCC)SC(=C2C(=S)C(C)(C)N(C(=O)CN3C(=O)CCC3=O)c3ccc(C)cc32)S1	0.96	12
Cc1cccc(/C=N\N2CCN(Cc3ccc(Cl)cc3)CC2)c1	0.91	-5
COc1ccc(Cc2noc(COc3ccc(Cl)cc3)n2)cc1	1	15
Cc1c(Cl)cccc1-c1ccc(C=O)o1	0.97	2
COc1cccc(C2C(C(=O)Nc3ccccc3)=C(C)N=c3s/c(=C\c4ccc(N(C)C)cc4)c(=O)n32)c1 (stereo not given)	1	-7
O=C(NCc1ccccc1)/C(NC(=O)c1ccccc1)=C1\c2ccccc2-c2ccc([N+](=O)[O-])cc21	1	4
